# Screens (PubChem)
# SMN2 splice enh = enhancers of SMN2 splice variant expression. 2.8% of 210,000 active. Potency, µM (top dose mostly 46.1 µM), without a hit: at the highest dose activity change, positive = activation, hits mostly activators. HEK293 SMN2-luciferase splicing reporter, luminescence, 30-36 h; further: % of control where 0% means no effect; nearly all actives have a fitted effect of over 55% in size
#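 qHTS luciferase splicing reporter: luminescence rises when SMN2 exon 7 is included in transfected HEK293 cells. Compound exposure lasted 30-36 h at 37C, with 4.5 mM final sodium butyrate as control, followed by a ONE-Glo read.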
# ALDH1A1 block = ALDH1A1 (human) enzyme inhibition; P00352; Purified ALDH1A1, NADH fluorescence, propionaldehyde substrate; Potency, µM (top dose mostly 75.3 µM), inactives show at the highest dose activity, negative = inhibition, hits mostly inhibitors; 7.3% of 220,000 active; active means well fitted inhibition curve with a large enough effect, not every such curve was filed as active; inconclusive means small, poorly fitted or top-dose-only effect, or another doubt; inactive means no such curve, though single readings can be large or run the other way;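 further: plate controls were no enzyme wells and a reference inhibitor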
# KDM4E inh = inhibitors of human JMJD2E histone demethylase | JMJD2E catalytic domain, FDH-coupled NADH fluorescence (FDH is formaldehyde dehydrogenase) | Potency, µM (titrated, usually from 57.1 µM), for inactives: at the top dose activity change, negative = inhibition, actives largely listed as inhibitors | 1.6% of 230,000 active | AID 2147; active means well fitted inhibition curve with a large enough effect, not every such curve was filed as active; inconclusive means small, poorly fitted or top-dose-only effect, or another doubt; inactive means no such curve, though single readings can be large or run the other way;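 further: 0% = wells with enzyme and -100% = buffer wells without enzyme; nearly all actives have a fitted effect of over 50% in size; many of its hits are not listed in these tables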
# Tau ThT inhib = blocks human tau fibril formation measured by thioflavin T; P10636; recombinant tau K18 P301L (four-repeat tau fragment), heparin-induced fibrillization, ThT fluorescence; Potency, µM (top dose mostly 57.4 µM), without a hit: at the highest dose activity, negative = inhibition, usual class: inhibitors; 2.1% of 270,000 active; further: on the % scale 0 is the no-effect control and ±100 the full control effect; nearly all actives have a fitted effect of over 55% in size
# Target sequence (P10636 561-689 P618L limits assumed): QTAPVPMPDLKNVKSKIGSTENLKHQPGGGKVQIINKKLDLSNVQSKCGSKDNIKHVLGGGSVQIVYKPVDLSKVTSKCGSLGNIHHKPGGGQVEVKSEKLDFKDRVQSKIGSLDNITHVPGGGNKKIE
#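 Heparin-induced (20 uM) aggregation of recombinant human K18 P301L tau, 15 uM unlabeled with 0.24 uM labeled, pH 7 acetate buffer, 6 hr at 37 C with compound. Fibrils quantified by 30 uM ThT fluorescence after 1 hr ambient incubation.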
# Luc counter = counter-screen: inhibitors of Kinase-Glo firefly luciferase. Q27757. Kinase-Glo luciferase, ATP luminescence, 8 min. Potency, µM (top dose mostly 38.3 µM), inactives show top-dose activity change, negative = inhibition, hits mostly inhibitors. 0.28% of 200,000 active. AID 1379; further: on the % scale 0 is the no-effect control and ±100 the full control effect; nearly all actives have a fitted effect of over 60% in size
#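 Recombinant Kinase-Glo luciferase, 10 uM ATP (linear range), luciferin; imidazole pH 7.2 / KCl / MgCl2 / Tween / BSA buffer; 8 min RT; luminescence.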
# RECQ1 helicase = RECQ1 (human) helicase inhibition; P46063; RECQ1 DNA unwinding, red fluorescence kinetic read; Potency, µM (titrated, usually from 57.3 µM), without a hit: at the highest dose activity, negative = inhibition, most hits filed as inhibitors; 0.54% of 240,000 active;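 further: plate controls were vehicle for no effect and no enzyme for full effect; nearly all actives have a fitted effect of over 30% in size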
#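 50 nM RECQ1T1 preincubated 15 min with compound in Tris pH 8.0 buffer with MgCl2, DTT, Tween-20 and 2.5 ug/ml poly(dI-dC); started with 200 nM TAMRA/BHQ-2 forked duplex and 2 mM ATP. Unwinding read as fluorescence (525/598 nm), two reads 2 h apart.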
# LMNA splice mod = modulators of lamin A splicing | HeLa LMNA splicing GFP/RFP minigene ratio, 48 h | Potency, µM (series often up to 46.1 µM), for the others: at the highest dose ratio change, negative = inhibition, hits mostly inhibitors | 0.01% of 200,000 active; active means well fitted inhibition curve with a large enough effect in the signal ratio, with a control signal flat, not every such curve was filed as active; inconclusive means small, poorly fitted or top-dose-only effect, or effect the other way, or a change in a side signal; the % refers to the signal ratio; further: on the % scale 0 is the no-effect control and ±100 the full control effect
#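 S3 HeLa cells stably expressing lamin A-EGFP splicing minigene plus DsRed2, 600 cells/well, 48 h compound exposure at 37C. Laser-scanning cytometry; analysed as GFP (500-530 nm)/RFP (575-640 nm) total intensity ratio; 0.5% DMSO vehicle.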
# L3MBTL1 inh = inhibitors of human L3MBTL1; Q9Y468; AlphaScreen L3MBTL1–H3K9me1 peptide binding; Potency, µM (highest dose often 57.1 µM), for inactives: at the highest dose activity, negative = inhibition, usual class: inhibitors; 0.66% of 230,000 active; AID 485360; further: on the % scale 0 is the no-effect control and ±100 the full control effect; nearly all actives have a fitted effect of over 60% in size
# Target sequence (Q9Y468 whole entry, looked up): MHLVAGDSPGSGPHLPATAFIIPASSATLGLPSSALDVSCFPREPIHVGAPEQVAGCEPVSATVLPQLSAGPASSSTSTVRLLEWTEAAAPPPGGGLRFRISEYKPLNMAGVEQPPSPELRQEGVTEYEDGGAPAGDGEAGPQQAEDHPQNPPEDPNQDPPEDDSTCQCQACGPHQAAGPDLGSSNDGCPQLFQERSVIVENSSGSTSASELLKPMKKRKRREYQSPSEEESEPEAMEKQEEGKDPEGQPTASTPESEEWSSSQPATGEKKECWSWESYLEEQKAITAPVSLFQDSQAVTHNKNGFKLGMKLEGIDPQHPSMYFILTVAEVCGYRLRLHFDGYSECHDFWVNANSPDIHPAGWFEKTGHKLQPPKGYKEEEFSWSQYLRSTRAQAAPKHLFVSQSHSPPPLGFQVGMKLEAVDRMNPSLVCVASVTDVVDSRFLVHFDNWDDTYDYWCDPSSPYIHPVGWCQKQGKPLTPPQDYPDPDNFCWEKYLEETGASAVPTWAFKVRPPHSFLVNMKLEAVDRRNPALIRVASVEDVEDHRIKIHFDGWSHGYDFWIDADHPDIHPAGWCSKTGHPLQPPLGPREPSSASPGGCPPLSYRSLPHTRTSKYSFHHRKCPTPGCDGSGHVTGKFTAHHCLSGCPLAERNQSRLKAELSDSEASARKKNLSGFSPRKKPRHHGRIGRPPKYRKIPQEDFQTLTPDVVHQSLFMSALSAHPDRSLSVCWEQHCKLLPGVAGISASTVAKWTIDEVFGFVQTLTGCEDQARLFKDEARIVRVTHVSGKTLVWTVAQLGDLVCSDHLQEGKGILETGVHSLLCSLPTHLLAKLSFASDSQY
#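 AlphaScreen proximity signal between nickel-chelate acceptor and streptavidin donor beads (final 10 ug/mL) reports binding of 50 nM L3MBTL1 to 75 nM biotin-H3 K9me1 peptide; complex incubated with compounds 30 min at room temperature; cefsulodin titration as control.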
# The depositor's hits bear a star; i = inactive; ? = inconclusive; . = no result given; [ ] = dose if it differs, or a comment. Unless noted, the call rests on the fitted dose curve; in most records, active means well fitted curve in the direction sought with a large enough effect; inconclusive means small, poorly fitted or top-dose-only effect, or another doubt; inactive means no such curve, though single readings can be large; an effect the other way counts as inactive or inconclusive. Potency means the concentration at half of the fitted maximal effect. The list is partial; the hit share may differ from the screen's.
SMILES,SMN2 splice enh,ALDH1A1 block,KDM4E inh,Tau ThT inhib,Luc counter,RECQ1 helicase,LMNA splice mod,L3MBTL1 inh
COc1ccc2nc(N3CCCC(C(=O)NCCCN4CCN(C)CC4)C3)sc2c1 (configuration not stated),-2%,3%,5%,-14%,-7%,i,6%,-3%
CC(/C=N/NC(=O)c1ccc(CN2c3cccc4cccc(c34)S2(=O)=O)cc1)c1ccccc1 (configuration not stated),.,?,?,-5%,.,-12%,-12%,-6%
C=CCn1c(SCc2ccc(OC)cc2)nnc1-c1cccnc1,.,-3%,-6%,-1%,.,-6%,?,-7%
N#Cc1c(Cn2cncn2)nc(=O)n(-c2ccccc2)c1N,3%,4%,5%,5%,5%,i,.,0%
Cc1cc(NC(=O)CCC(=O)N(CCC(C)C)CC(=O)NCC2CCCO2)no1 (configuration not stated),-6%,-5%,0%,-1%,-1%,0%,1%,0%
O=C(Oc1ccccc1)c1ccc(-n2cnnn2)cc1,-7%,-6%,9%,-5%,14%,i,2%,4%
Cc1ccc(C(=O)N2CCN(S(=O)(=O)N3CCOCC3)CC2)cc1,.,5%,-2%,-9%,-1%,-7%,?,-5%
CCN(CC)C(=O)CN(c1cccc([N+](=O)[O-])c1)S(=O)(=O)c1ccccc1,.,7%,5%,-11%,-4%,-1%,8%[46 µM],9%
COc1ccccc1OCC(=O)NCCCn1ccnc1,-5%,-17%,-1%,-2%,-1%,-9%,.,?
Cc1ccc2c(c1C)OC(=O)CC2(C)C,6%,?,?,-8%,-1%,-1%,4%,3%
Cc1nonc1C(=O)N/N=C/c1ccncc1,-5%,1%,-4%,-1%,?,i,4%[46 µM],14%
O=c1oc(-c2ccccc2[N+](=O)[O-])nc2ccccc12,33%,-8%,9%,?,4%,-3%,-5%,-4%
CCN(C(=O)Cn1nc(C(=O)O)c2ccccc2c1=O)C1CCCCC1,7%,-11%,-9%,-2%,0%,i,-1%[46 µM],-2%
COc1ccc(C(C)(C)C)cc1NC(=O)c1ccoc1C,-22%,0%,-8%,-12%,-3%,0%,12%,-4%[11.4 µM]
CCOC(=O)c1cnc(-c2ccccc2)nc1C(F)(F)F,-4%,-6%,-6%,-14%,-2%,i,?,.
COC(=O)Cc1nc(Nc2ccccc2)sc1C,.,9%,2%,-11%,.,-15%,.,-3%
Cc1ccc(-n2ncc3c2ncn2nc(-c4ccco4)nc32)c(C)c1,-7%,?,?,-5%,0%,1%,2%,-5%
Cc1cc(C)n(C(=O)/C(C#N)=C/N(C)C)n1,6%,-1%,3%,6%,-2%,6%,0%[46 µM],15%
COCCN(C(=O)C1CCC1)c1nnc(-c2cccnc2)s1,-1%,-6%,-6%,2%,-2%,-11%,9%,.
COc1ccc(OC)c(Nc2nc3nonc3nc2N2CCCCC2)c1,-7%,10%,0%,-10%,-2%,2%,2%,1%
Cn1c(=O)c2c(ncn2CCC(=O)N/N=C/c2ccncc2)n(C)c1=O,.,.,9%,10%,.,i,.,1%
Cc1nc2ncnn2c(N2CCC(C(=O)NC3CCCC3)CC2)c1Cc1ccccc1,-15%,3%,-5%,1%,1%,1%,-3%,-5%[11.4 µM]
Cc1ccc2oc(=O)c3cc(C(=O)N4CCN(C)CC4)sc3c2c1,.,.,?,-1%,.,i,.,2%
O=c1sc(/C=N/Nc2ccccc2)c(Cl)n1Cc1ccccc1,?,2%,3%,11%,-14%,3%,1%,-1%
O=[N+]([O-])c1ccc(OCC(O)CN(CCO)CCO)cc1 (configuration not stated),9%,-2%,2%,-1%,0%,-4%,-3%,9%

# The list goes on (2 carried over from the part before).
SMILES,SMN2 splice enh,ALDH1A1 block,KDM4E inh,Tau ThT inhib,Luc counter,RECQ1 helicase,LMNA splice mod,L3MBTL1 inh
O=c1sc(/C=N/Nc2ccccc2)c(Cl)n1Cc1ccccc1,?,2%,3%,11%,-14%,3%,1%,-1%
O=[N+]([O-])c1ccc(OCC(O)CN(CCO)CCO)cc1 (configuration not stated),9%,-2%,2%,-1%,0%,-4%,-3%,9%
COc1cc(C(=O)Nc2ccc(S(=O)(=O)N(C)c3ccccc3)cc2)cc(OC)c1OC,?,-4%,?,-7%,2%,-1%,?,-14%
COc1nccnc1NS(=O)(=O)c1ccc(NC(=S)NC(=O)/C=C/c2ccccc2)cc1,-3%,-2%,3%,?,2%,-11%,?,-10%
C/C(=N/OC(=O)c1cccc(C(F)(F)F)c1)c1cnccn1,-6%,9%,13%,-9%,0%,i,.,0%[11.4 µM]
CCOC(=O)CSc1nnc(Cn2nnc(-c3ccccc3)n2)n1CC,8%,18%,4%,1%,-4%,i,-13%,-1%
Cn1nc(C(=O)N2CCOCC2)c2ccccc2c1=O,9%,2%,5%,4%,6%,0%,4%,35%[activator]
CCc1ccc(NC(=O)C(C)Oc2nnc(-c3cccs3)c(-c3cccs3)n2)cc1 (configuration not stated),1%,9%,-1%,-9%,0%,6%,-12%,.
CC(Sc1nnc(Cc2ccc3c(c2)OCO3)o1)C(N)=O (configuration not stated),-9%,7%,6%,-2%,1%,i,-12%[46 µM],9%
COc1cc(/C=C/c2nc(N)nc(-c3ccccc3O)n2)cc(OC)c1OC,7%,-7%,-23%,-16%,0%,-1%,?,-6%
NC(=O)c1ccc(NS(=O)(=O)c2ccccc2F)cc1,5%,-2%,2%,-2%,2%,1%,5%,-6%
COCC(C)n1c(C)cc(C(=O)COC(=O)c2ccc(N3CCCC3=O)cc2)c1C (configuration not stated),-8%,25µM*,2%,?,19%,i,8%,.
COC(=O)c1ccc(NC(=O)c2snnc2-c2ccccc2)cc1,-2%,-8%,?,-4%,3%,i,.,-4%[2.29 µM]
CCOC(=O)c1c(C)n(C)c2ccc(O)c(CN3CCN(C)CC3)c12,-13%,18µM*,-11%,?,-1%,2%,-5%,-5%
CS(=O)(=O)N1CCN(C(=O)c2cc(-c3cccnc3)nc3ccc(Br)cc23)CC1,-9%,-3%,8%,-2%,1%,i,?,2%[11.4 µM]
CC1CCCCN1C(=O)CSc1nnc(-c2cccnc2)n1C1CCCCC1 (configuration not stated),-13%,-1%,-2%,4%,-5%,i,11%,0%
O=S(=O)(c1ccccc1)N1CCC2(CC1)CN(c1ncccn1)C2,-6%,?,.,.,-3%,i,.,.
Cn1nccc1C(=O)N1CCc2c([nH]c3ccccc23)C1c1ccc(F)cc1 (configuration not stated),.,4%,-10%,?,-1%,-8%,4%[46 µM],-24%
CC1Cc2ccccc2N1CC(=O)Nc1cccc(S(N)(=O)=O)c1 (configuration not stated),-5%,-11%,-6%,-5%,-3%,9%,?,?
O=C(CN1CCN(c2ccccc2)CC1)N/N=C/c1cccc(F)c1,-28%,-5%,1%,-12%,-1%,i,9%,-2%
O=C(Nc1cccc(NC(=O)c2cccnc2Cl)c1)c1ccco1,-3%,?,2%,-23%,-16%,-4%,-14%,-3%
O=C(NCc1ccc(F)cc1)Nc1cccc(Cl)c1,26%,-4%,3%,-3%,1%,-4%,?,-15%
COC(=O)c1cc(=O)n(Cc2ccc3c(c2)OCO3)c(=Nc2ccccc2)s1,-33%[inhibitor],0.63µM*,-11%,-1%,-1%,i,?,-4%
Cc1ccc(/C=C/C(=O)N2CC(C)CC(C)C2)o1 (configuration not stated),-1%,10µM*,5%,?,2%,-12%,?,-2%
O=C(NCC1CCCO1)C(c1ccncc1)N(Cc1ccc(F)cc1)C(=O)CN1C(=O)c2ccccc2S1(=O)=O (configuration not stated),4%,13µM*,-7%,3%,-1%,-10%,-7%,7%
CCOc1nc(C)ccc1-c1noc(C)n1,.,0%,-5%,7%,.,i,5%,-3%
Cc1ccc(N2C(=O)C3CCC(C)(C2=O)C3(C)C)cc1C (configuration not stated),.,1%,-24%,-6%,0%,-9%,?,6%
S=C(NCc1ccc(Cl)cc1)NC1CCN(Cc2ccccc2)CC1,-44%[inhibitor],1%,4%,11%,0%,-9%,?,-2%[11.4 µM]
CC(C)N(C(=O)/C=C/c1cccc([N+](=O)[O-])c1)C(C)C,11%,-12%,-16%,7%,4%,i,.,-9%
COc1ccccc1NC(=O)CSc1nnc(COc2ccccc2OC)n1C,14%,15%,3%,-7%,1%,23%,-13%[46 µM],0%
O=C1N(Cc2cccc(Cl)c2)C[C@@H]2C[C@@H](c3cccc4cccnc34)N3CCC[C@@]123,.,-8%,-5%,-7%,1%,-3%,.,0%

# Entries listed so far marked active in ALDH1A1 block:
canonical_smiles,SMN2 splice enh,ALDH1A1 block,KDM4E inh,Tau ThT inhib,RECQ1 helicase,LMNA splice mod,L3MBTL1 inh
COCC(C)n1c(C)cc(C(=O)COC(=O)c2ccc(N3CCCC3=O)cc2)c1C (configuration not stated),-8%,25µM*,2%,?,i,8%,.
CCOC(=O)c1c(C)n(C)c2ccc(O)c(CN3CCN(C)CC3)c12,-13%,18µM*,-11%,?,2%,-5%,-5%
COC(=O)c1cc(=O)n(Cc2ccc3c(c2)OCO3)c(=Nc2ccccc2)s1,-33%[inhibitor],0.63µM*,-11%,-1%,i,?,-4%
Cc1ccc(/C=C/C(=O)N2CC(C)CC(C)C2)o1 (configuration not stated),-1%,10µM*,5%,?,-12%,?,-2%
O=C(NCC1CCCO1)C(c1ccncc1)N(Cc1ccc(F)cc1)C(=O)CN1C(=O)c2ccccc2S1(=O)=O (configuration not stated),4%,13µM*,-7%,3%,-10%,-7%,7%

# An excerpt of these results, as tab-separated lines.
Compound	SMN2 splice enh	ALDH1A1 block	KDM4E inh	Tau ThT inhib	Luc counter	RECQ1 helicase	LMNA splice mod	L3MBTL1 inh
O=C(Nc1cccc(NC(=O)c2cccnc2Cl)c1)c1ccco1	-3%	?	2%	-23%	-16%	-4%	-14%	-3%
Cc1ccc(/C=C/C(=O)N2CC(C)CC(C)C2)o1 (configuration not stated)	-1%	10µM*	5%	?	2%	-12%	?	-2%
